LYPLA2 counter = LYPLA2 inhibitors, primary screen, counter-screen for PME1 inhibitor project, biochemical, fluorescence polarization, FP-Rh probe ABPP | Acyl-protein thioesterase 2 (Homo sapiens), O95372 | inhibition, % at 5.9 µM | 0.38% of 320,000 active | recombinant LYPLA2;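 active = inhibition above the screen-wide mean plus 3 SD, limit set per campaign, cut at about 26% in these data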;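 also: 0% = LYPLA2 with DMSO and 100% = wells lacking LYPLA2 enzyme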
PAD4 inh = human PAD4 inhibitors, primary screen, biochemical, fluorescence polarization, 1536-well format. Protein-arginine deiminase type-4 (Homo sapiens), Q9UM07. recombinant PAD4, RCA probe fluorescence polarization. inhibition, % at 6.36 µM. 0.41% of 330,000 active. AID 485272, 2010;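 active = percent inhibition above a cutoff equal to the mean of all tested compounds plus 3 SD, cut at about 15% in these data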;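 also: 0% = PAD4 with RCA probe and DMSO and 100% = probe without PAD4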
EBNA-1 inh = EBNA-1 DNA-binding inhibitors, primary screen, biochemical, fluorescence polarization; inhibition, % at 14.8 µM; 0.34% of 300,000 active; in the data active = inhibition above about 28%
PREPL inhibitor = PREPL enzyme inhibitors, primary screen, biochemical, fluorescence polarization | Prolyl endopeptidase-like (Homo sapiens), Q4J6C6 | recombinant PREPL, fluorescence polarization activity-based probe | inhibition, % at 5.96 µM | 0.68% of 320,000 active | AID 2751, 2010; in the data active = inhibition above about 43%;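 also: 0% = enzyme with DMSO and 100% = wells lacking enzyme; many of its hits are not listed in these tables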
LYPLA1 counter = LYPLA1 inhibitors, primary screen, counter-screen for PME1 inhibitor project, biochemical, fluorescence polarization, FP-Rh probe ABPP; inhibition, % at 5.9 µM; 0.16% of 320,000 active; Acyl-protein thioesterase 1 (Homo sapiens), O75608; recombinant LYPLA1;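 active = inhibition above the mean of all tested compounds plus 3 SD, set per campaign, cut at about 14% in these data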;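 also: inhibitors block serine hydrolase probe labeling of LYPLA1 so polarization falls; 0% = enzyme with DMSO and 100% = wells lacking LYPLA1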
Target sequence (O75608 whole entry, looked up): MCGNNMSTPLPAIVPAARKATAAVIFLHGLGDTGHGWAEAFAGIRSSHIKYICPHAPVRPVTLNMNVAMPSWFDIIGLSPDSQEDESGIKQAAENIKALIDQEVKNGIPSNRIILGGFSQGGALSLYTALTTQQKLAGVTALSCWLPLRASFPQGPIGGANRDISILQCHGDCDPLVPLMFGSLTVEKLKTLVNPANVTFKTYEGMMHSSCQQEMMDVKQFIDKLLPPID
GSTO1 inh = inhibitors of recombinant GSTO1, primary screen, counter-screen for RBBP9 inhibitor project, biochemical, fluorescence polarization; Glutathione S-transferase omega-1 (Homo sapiens), P78417; activity-based probe fluorescence polarization; AID 1974, 2009; inhibition, % at 5.96 µM; 1.1% of 300,000 active;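 active = inhibition above the campaign mean inhibition plus 3 SD, cut at about 35% in these data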;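 also: 0% = GSTO1-1 with DMSO and 100% = wells lacking GSTO1-1 enzyme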
Target sequence (P78417 whole entry, looked up): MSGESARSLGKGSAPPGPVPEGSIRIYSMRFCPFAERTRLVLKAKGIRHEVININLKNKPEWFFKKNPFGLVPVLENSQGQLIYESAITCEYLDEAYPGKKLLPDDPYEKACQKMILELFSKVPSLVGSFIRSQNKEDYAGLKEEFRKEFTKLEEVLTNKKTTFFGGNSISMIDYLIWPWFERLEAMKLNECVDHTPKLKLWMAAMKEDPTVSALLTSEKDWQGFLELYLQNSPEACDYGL
PAFAH2 inh = PAFAH2 enzyme inhibitors, primary screen, biochemical, fluorescence polarization, human; Platelet-activating factor acetylhydrolase 2, cytoplasmic (Homo sapiens), Q99487; 0.99% of 340,000 active; AID 492956, 2010; recombinant PAFAH2, FP-rhodamine activity probe; inhibition, % at 3.39 µM;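 active = inhibition above the mean over all tested compounds plus 3 SD, cut at about 30% in these data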;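 also: inhibitors block probe labeling of enzyme so polarization drops; 0% = enzyme with DMSO and 100% = wells lacking PAFAH2 protein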
PAFAH1B3 FP inh = PAFAH1B3 enzyme inhibitors, primary screen, biochemical, fluorescence polarization, human; recombinant PAFAH1B3, FP-rhodamine probe; inhibition, % at 3.39 µM; 0.28% of 340,000 active; AID 492972, 2010;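 active = inhibition above the screen-wide average of all tested compounds plus 3 SD, cut at about 25% in these data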;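 also: 0% = enzyme with DMSO only and 100% = wells lacking PAFAH1B3 protein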
Target sequence (Q15102 whole entry, looked up): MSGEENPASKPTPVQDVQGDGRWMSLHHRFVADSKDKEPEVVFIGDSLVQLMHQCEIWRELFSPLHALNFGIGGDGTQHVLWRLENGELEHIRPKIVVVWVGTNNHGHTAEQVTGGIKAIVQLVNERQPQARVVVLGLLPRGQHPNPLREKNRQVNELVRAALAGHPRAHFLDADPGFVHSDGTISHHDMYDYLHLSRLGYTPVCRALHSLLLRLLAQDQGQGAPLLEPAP
ZTA counter = ZTA (EBV) inhibition in EBNA-1 counter-screen | P03206 | ZTA-DNA binding, fluorescence polarization | inhibition, % at 11 µM | 0.15% of 320,000 active; in the data active = inhibition above about 33%
Target sequence (P03206 whole entry, looked up): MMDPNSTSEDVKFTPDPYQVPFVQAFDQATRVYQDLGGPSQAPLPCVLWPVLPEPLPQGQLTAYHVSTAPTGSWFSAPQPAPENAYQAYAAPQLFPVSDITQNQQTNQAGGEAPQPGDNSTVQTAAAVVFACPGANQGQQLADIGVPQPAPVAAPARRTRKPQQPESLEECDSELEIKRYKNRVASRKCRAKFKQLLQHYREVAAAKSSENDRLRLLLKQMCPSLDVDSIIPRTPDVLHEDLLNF
Numbers without * were called inactive; · = not tested or not shown. A portion of the library; count on the stated rates, not on these rows.

Compound,LYPLA2 counter,PAD4 inh,EBNA-1 inh,PREPL inhibitor,LYPLA1 counter,GSTO1 inh,PAFAH2 inh,PAFAH1B3 FP inh,ZTA counter
O=C(NCc1n[nH]c(=O)c2ccccc12)C1CC(=O)N(c2ccc(Cl)cc2)C1 (stereo unspecified),7,-1,-8,0,5,-10,7,8,7
COc1ccc2cc(CCC(C)=O)ccc2c1,9,0,2,-24,-1,-3,-10,13,0
COc1cc(Cl)nn(-c2ccccc2)c1=O,3,5,-5,-5,2,-4,0,-2,-13
O=C(N/N=C1\CC2CC=CC12)c1ccc(Br)cc1 (stereo unspecified),-1,-7,-8,12,-5,-3,0,3,-8
CCC(Oc1ccccc1)C(=O)NCc1cccnc1 (stereo unspecified),6,-1,-11,0,0,6,-6,3,-11
CCc1ccccc1NC(=O)CNC(=O)CNC(=O)c1cccs1,-3,2,·,-2,1,·,8,1,-8
CCOC(=O)N1CCC(Nc2c(Nc3ccc(F)cc3)c(=O)c2=O)CC1,8,-2,15,5,5,4,-1,14,-13
CCNC(=O)COC(=O)CCC(=O)c1cccs1,-4,2,5,12,-1,-8,-4,-3,-8
Clc1c(Cl)c(Cl)c2n[nH]nc2c1Cl,-11,-2,9,10,-11,-113,6,3,-1
Cc1cc(C(=O)N/N=C2\CCCC(=O)C2)c(C)n1-c1ccccc1,5,-3,-17,-7,1,5,-4,7,-15
COc1ccc(CCNC(=O)C2CCCN(S(=O)(=O)c3ccc(F)cc3)C2)cc1OC (stereo unspecified),1,-2,-11,10,1,2,-2,5,-7
O=C(C[C@@H]1C/C=C\CCCC(=O)OC[C@@H]2CCCN2C1=O)N[C@@H](CO)Cc1ccccc1,·,-2,·,12,·,·,-8,-6,·
CCOc1ccccc1C(=O)NCC(=O)NCCCc1ccccc1,-4,62*,-3,-3,0,0,-2,4,1
Nc1nc(NCc2ccccc2)n(-c2ccccc2)n1,5,2,4,-2,1,-3,2,8,-8
COc1ccc(CNCc2cn(-c3cccc(F)c3)nc2-c2ccc(C)o2)cc1,4,-4,-10,24,0,-9,0,0,-7
O=C(CN(c1cccc(C(F)(F)F)c1)S(=O)(=O)c1ccccc1)N1CCOCC1,-2,0,-8,-6,3,0,13,16,-11
Cc1ccc(C2(C(F)(F)F)NC(=O)N3N=C4CCCCCN4C3=C2C#N)cc1 (stereo unspecified),7,-2,4,-2,2,-2,4,4,-14
Cc1nc2c(sc3nc4c(cc32)COC(C)(C)C4)c(=O)n1CC(=O)NCc1ccco1,6,0,6,10,1,-5,-2,-1,1
COC(=O)CNC(=O)COC(=O)c1ccc(Cl)nc1,0,4,-4,6,1,3,-1,6,-4
O=C(NCCc1ccccc1)C1CCCN(C(=O)Nc2ccc(F)cc2)C1 (stereo unspecified),-3,1,-2,-2,-2,2,1,2,9
CC(=O)OCCN1C(=O)c2ccc(-c3nc4ccccc4c(=O)o3)cc2C1=O,6,-1,9,11,5,5,53*,-1,1
Cc1ccc(N(C)S(=O)(=O)c2c(C)noc2/C=C/N(C)C)cc1,-2,-4,3,4,1,0,0,12,-10
Cc1ccc(S(=O)(=O)NCC(=O)OCc2cc(=O)oc3cc(C)ccc23)cc1,6,-3,·,-38,3,·,2,5,10
COc1ccc(C(=O)Nn2c(CC(C)C)nc3cc(OC)c(OC)cc3c2=O)c(OC)c1,7,1,0,-4,3,1,4,3,7
O=C1C(Cc2ccccc2)Nc2ncnc(N3CCc4ccccc4C3)c2N1Cc1ccc(Cl)cc1 (stereo unspecified),-18,1,-5,9,-12,-1,-8,-8,7

Continued; the last two above are carried over.
Compound,LYPLA2 counter,PAD4 inh,EBNA-1 inh,PREPL inhibitor,LYPLA1 counter,GSTO1 inh,PAFAH2 inh,PAFAH1B3 FP inh,ZTA counter
COc1ccc(C(=O)Nn2c(CC(C)C)nc3cc(OC)c(OC)cc3c2=O)c(OC)c1,7,1,0,-4,3,1,4,3,7
O=C1C(Cc2ccccc2)Nc2ncnc(N3CCc4ccccc4C3)c2N1Cc1ccc(Cl)cc1 (stereo unspecified),-18,1,-5,9,-12,-1,-8,-8,7
CCc1ccc2[nH]c(=O)c(-c3ccccc3)c(O)c2c1,-3,-3,21,1,3,-4,-6,2,21
COc1ccc(S(=O)(=O)NC2CC(C)(C)NC(C)(C)C2)c2ccccc12,-1,2,11,1,-1,-1,8,2,-6
CC(C)(C)c1ccc(C(=O)Nc2ccc(CC(=O)O)cc2)o1,1,-6,1,4,-3,1,-4,6,7
O=S1(=O)[C@H]2C[C@@H]3CC[C@]2(CN1Cc1cccc(F)c1)O3,1,-1,3,-7,-1,0,-1,1,-4
Cc1cc(Cl)cc(C)c1OCCCCn1ccnc1,-1,-4,9,7,0,-1,-6,-2,16
O=C1/C(=C/c2ccccc2Cl)SC(=S)N1CCC(=O)N1CCCCC1CCO (stereo unspecified),-4,-9,-13,29,6,-1,12,5,-5
COc1cccc2cc(C(=O)NC(C)c3ccccc3)c(=O)oc12 (stereo unspecified),-1,0,7,14,0,1,0,10,-3
CCN(CC)c1ccc(NS(=O)(=O)c2ccc(OC)cc2)cc1,4,3,-3,4,-2,56*,4,-3,-13
CN(CCc1ccccc1)C1CCCN(C(=O)Cn2cccn2)C1 (stereo unspecified),5,-2,0,4,0,3,-1,14,-18
Cc1ccc(Nc2nc(N)nc(CN3CCN(Cc4ccc5c(c4)OCO5)CC3)n2)c(C)c1,3,0,-17,19,2,0,1,9,-5
COc1cccc(CNC(=O)CCCSc2ccccc2)c1,-4,-7,0,9,2,4,-7,6,3
O=C(COC(=O)[C@H](Cc1ccccc1)NC(=O)c1ccco1)Nc1ccccc1OC(F)F,·,2,·,11,·,·,5,10,·
Cc1ccc(N2CCN(C(=O)c3ccccc3Br)CC2)c(C)c1,-2,-3,-13,5,-1,0,-3,-5,4
CSc1c(-c2ccccn2)c(N)nn1C(=O)C1CC1,-5,-3,5,0,-2,-6,1,-1,-7
CCOc1ccccc1NC(=O)Cn1c(=O)n(CCC(=O)NC2CCCC2)c(=O)c2ccccc21,-2,2,5,-3,-2,-3,1,4,16
O=C(CCn1cnc2ncccc2c1=O)N1CCN(c2cccc(Cl)c2)CC1,-1,-6,-6,4,3,-2,-2,-6,-21
CCN(CC(=O)Nc1ccc(NC(C)=O)cc1)C(=O)CSCC(=O)Nc1ccc(C)cc1,3,-2,2,-6,0,-2,-3,3,4
O=C(Nc1ccc(Oc2cccnc2)cc1)C1CCN(Cc2ccccc2)CC1,2,0,-7,9,0,-7,-6,-3,-2
CCOc1ccc(/C=N/NC(=O)c2ccccc2NC(=O)c2ccc(OC)cc2)cc1,-55,1,8,-6,-33,0,-54,-20,3
Cc1cccc(Nc2nc(N)nc(CN3CCC(C(N)=O)CC3)n2)c1C,3,-2,-7,-11,-2,1,-4,0,22
O=C(CC1Nc2ccccc2NC1=O)NCCCN1CCCCCC1 (stereo unspecified),11,-1,-5,21,1,4,-5,-1,-17
Cc1nc2ccccc2cc1OCc1ccc(Cl)cc1,-7,2,0,12,-10,6,2,-4,3
COC(=O)c1c(-c2ccc(F)cc2)csc1NC(=O)C1CCCO1 (stereo unspecified),-4,4,2,5,-4,9,-2,4,9
COC(=O)c1sccc1NC(=S)Nc1cc(OC)ccc1OC,-8,-1,-11,16,2,2,5,11,1
C/C(=N\NC(N)=S)c1ccccc1,4,0,8,-4,4,2,-1,0,7
c1coc(CNc2ncnc3c2oc2ccccc23)c1,0,1,0,-7,0,-1,1,3,-3
O=S(=O)(Cc1ccccc1)N1CCCCC1,3,1,5,5,2,4,0,6,-13
COc1ccccc1C(=O)N/N=C(\C)CC(=O)Nc1ccccc1NC(C)=O,-1,-3,-11,-5,1,6,-2,4,0
Cc1sc2ncn(CC(=O)NCC3COc4ccccc4O3)c(=O)c2c1S(=O)(=O)N1CCOCC1 (stereo unspecified),-1,1,5,21,-4,2,4,-4,8
O=C(NCc1ccccn1)c1n[nH]c2ccccc12,-1,1,1,8,-1,4,-11,5,0
CCOc1ccc(CCNC(=O)COC(=O)c2cccnc2OCC)cc1OCC,8,4,9,11,2,1,5,0,2
CCOCCCN(C(=O)Cn1nnc(-c2ccc(C)o2)n1)C(C(=O)NCC1CCCO1)c1ccc(F)cc1 (stereo unspecified),2,3,-2,15,-2,10,-12,-1,-7
COc1cc(C(=O)NC(C)CCc2ccccc2)cc(OC)c1OC (stereo unspecified),-3,0,-4,-8,-3,-1,1,-2,5
CCCCn1c(N)c(N(CCC(C)C)C(=O)COC(=O)c2cccnc2Cl)c(=O)[nH]c1=O,-1,-3,·,14,-1,·,-10,2,-3
CCCc1cc(=O)oc2cc3occ(C)c3cc12,1,-2,0,-2,-5,-1,-2,2,2
Cn1/c(=N/N=C/c2ccc(Cl)c([N+](=O)[O-])c2)sc2ccccc21,3,1,-8,17,0,6,-5,5,-20
CCCn1c(C2CCCN2c2nc(C)cs2)nc2cc(Cl)c(Cl)cc21 (stereo unspecified),4,-5,5,6,2,2,3,-3,-8
O=C1Nc2ccccc2CCc2ccccc21,-2,-4,·,-13,0,·,2,9,16
Cc1csc(NC(=O)C2C3C=CC(O3)C2C(=O)O)n1 (stereo unspecified),0,4,3,6,1,15,-2,4,5
CC(C)CCN1CCN(Cc2ccsc2)CC1CCO (stereo unspecified),3,-3,13,0,2,-12,0,8,9
CCc1ccc(/C=C/c2c([N+](=O)[O-])c(=O)n(C)c(=O)n2C)cc1,12,3,-8,-15,6,2,-5,10,-1
O=C(N/N=C/c1ccc(OC(=O)c2cccc(Br)c2)cc1)c1cccnc1,-2,0,9,-4,-5,2,6,-5,18
COc1cc(N2C(=O)NC3CC2(C)Oc2ccccc23)cc(OC)c1OC (stereo unspecified),2,-2,9,12,0,0,-5,9,6
COc1ccc(N(C(=O)Cn2nnc3ccccc32)C(C(=O)NC(C)(C)C)c2ccc(OC)c(O)c2)cc1 (stereo unspecified),1,-2,4,3,5,-4,-6,-4,7
CCNC(=O)Cn1c(=O)c2c(ncn2Cc2ccccc2)n(Cc2ccccc2)c1=O,6,-4,1,20,1,3,0,13,1
O=C(COc1ccc(F)cc1)N1CCC(c2ccccc2)C1 (stereo unspecified),1,-1,-4,-5,1,1,20,-12,11
COc1ccccc1/C=N/n1c(C)nnc1-n1nc(C)cc1C,1,1,-10,-1,1,7,6,-5,-2
CC(Oc1cccc(Cl)c1)C(=O)Nc1ccncc1 (stereo unspecified),3,0,-2,-8,-5,2,-1,-1,-19
CC(=O)NC(CC(=O)NC1CCCCC1)c1ccccc1 (stereo unspecified),-5,1,1,-3,0,1,1,-8,-2
Cc1ccc(C)c(NC(=S)NNC(=O)c2ccco2)c1,2,0,6,-4,2,2,-7,1,12
COC(C(=O)Nc1ccnn1C1CCN(Cc2nccs2)CC1)c1ccccc1 (stereo unspecified),6,-3,7,-1,-3,1,3,10,-12
O=C1CN(C(=O)CSc2nnnn2C2CC2)c2ccccc2N1,-8,-5,·,6,0,·,2,2,1

Screening data from PubChem BioAssay.
